PPARg SRC2 recr = promotes SRC-2 coactivator recruitment by human PPARgamma; PPARgamma LBD-SRC-2 recruitment, biochemical; AID 1032; hit rate 0.34% among 200,000; P37231; activation, % at 8 µM; in the data active = activation above about 22%;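 note: 0% = vehicle and 100% = reference agonist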
Target sequence (P37231 whole entry, looked up, the tested form may be a part): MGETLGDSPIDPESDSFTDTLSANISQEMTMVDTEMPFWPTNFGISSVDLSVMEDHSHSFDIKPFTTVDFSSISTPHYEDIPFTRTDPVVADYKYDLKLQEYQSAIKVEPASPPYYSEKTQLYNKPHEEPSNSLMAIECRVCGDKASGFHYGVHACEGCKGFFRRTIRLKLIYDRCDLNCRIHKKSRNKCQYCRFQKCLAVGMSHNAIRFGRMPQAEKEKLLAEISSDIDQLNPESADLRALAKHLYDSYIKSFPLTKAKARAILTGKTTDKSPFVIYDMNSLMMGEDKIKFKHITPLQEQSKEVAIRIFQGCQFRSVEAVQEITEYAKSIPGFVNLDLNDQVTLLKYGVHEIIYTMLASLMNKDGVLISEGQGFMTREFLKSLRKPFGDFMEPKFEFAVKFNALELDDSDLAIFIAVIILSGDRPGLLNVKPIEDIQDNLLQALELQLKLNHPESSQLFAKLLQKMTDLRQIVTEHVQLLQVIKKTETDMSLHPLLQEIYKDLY
PPARg SRC-1 ag = promotes SRC-1 coactivator recruitment by human PPARgamma; P37231; PPARgamma-SRC-1 coactivator recruitment biochemical assay; AID 631; activation, % at 8 µM; hit rate 0.41% among 200,000; in the data active = activation above about 19%;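 note: 0% = DMSO and 100% = reference agonist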
PPARg SRC3 recr = PPARgamma-driven SRC-3 recruitment agonism. P37231. biochemical PPARgamma/SRC-3 coactivator recruitment assay. activation, % at 8 µM. hit rate 0.26% among 200,000. AID 731; in the data active = activation above about 23%;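 note: 0% = DMSO and 100% = reference agonist; some compounds past the cut are filed as inactive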
HMGR II inh = blocks class II HMG-CoA reductase of Enterococcus faecalis. purified E. faecalis HMGR, NADPH absorbance 340 nm kinetic. inhibition, % at 10 µM. hit rate 0.41% among 190,000;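 active = inhibition above a set limit, the median over all tested compounds plus 3 SD, cut at about 9.5% in these data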;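 note: enzyme runs in reverse so mevalonate oxidation gives rising NADPH absorbance; 0% = complete reaction with DMSO and 100% = background rate lacking mevalonate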
SRC2 TRFRET art = counter-screen for PPARgamma SRC-2 recruitment agonists: TR-FRET artefact. hit rate 0.4% among 200,000. TR-FRET ratio at 8 µM. stronger effect = higher value; in the data active = TR-FRET ratio above about 2000; note: inactives centre near 1500; reference of the scale not given here
Redox H2O2 prof = compounds producing H2O2 with reducing agent – biochemical, NIH compound library profiling, artefact control for MLSCN library redox annotation, primary screen | activation, % at 10 µM | DTT-dependent redox cycling H2O2, phenol red/HRP absorbance; 100% = 100 µM peroxide control, 0% = buffer | AID 878 | hit rate 0.03% among 200,000;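 active = activation of at least 50% relative to the plate's high and low controls in the primary single-dose screen; inactive = activation below 50%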;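 note: compound incubated with DTT at 0.8 mM final as the reducing agent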
bIAP inhibitor = intestinal alkaline phosphatase (bovine) inhibition; purified bovine IAP, CDP-star luminescence, 30 min; AID 1019; 190,000 tested, under 10 active; inhibition, % at 20 µM;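 active = over 50% inhibition of intestinal alkaline phosphatase at 20 µM in the single-dose screen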
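Assay system – bovine IAP enzyme · Quantity – bovine IAP at 1/65,000,000 final dilution · Detection – CDP-star luminescence signal · Times – 30 min reaction at room temperature · Also added – CDP-star substrate at 30 µM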
ROMK primary = modulators of human ROMK potassium channel; Tet-inducible ROMK, thallium flux fluorescence; actives lie on both sides; B-score at 10 µM; hit rate 2% among 130,000; AID 1918;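 active = signal ratio slope over the read window, or its plate-corrected B-score, at least 3 SD from the plate mean, either direction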;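 note: B-score of the F/F0 ratio slope over 7 to 12 s after thallium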
Target sequence (P48048 whole entry, looked up): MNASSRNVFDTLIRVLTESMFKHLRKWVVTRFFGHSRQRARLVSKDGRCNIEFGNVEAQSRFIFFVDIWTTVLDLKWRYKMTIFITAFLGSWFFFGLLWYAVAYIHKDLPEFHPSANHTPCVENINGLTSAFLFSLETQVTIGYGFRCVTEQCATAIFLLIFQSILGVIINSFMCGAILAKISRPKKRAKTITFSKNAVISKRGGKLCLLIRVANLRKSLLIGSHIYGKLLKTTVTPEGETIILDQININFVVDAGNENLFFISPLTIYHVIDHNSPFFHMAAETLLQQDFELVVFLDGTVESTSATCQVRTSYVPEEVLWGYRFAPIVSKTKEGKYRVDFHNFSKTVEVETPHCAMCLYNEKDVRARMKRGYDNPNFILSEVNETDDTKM
S1P3 antag = blocks the human S1P3 receptor; Q99500; CHO S1P3 NFAT-BLA reporter, FRET fluorescence, antagonist mode; inhibition, % at 4.98 µM; hit rate 0.27% among 170,000; AID 485;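 active = inhibition above the plate cutoff, the mean inhibition of test wells on that plate plus 3 SD, cut at about 28% in these data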;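 note: cells challenged with S1P at its EC80 of 0.8 µM; blue over green emission ratio from cleaved BLA substrate after 4 h stimulation; 0% = S1P-stimulated wells and 100% = unstimulated DMSO-only wells; some compounds past the cut are filed as inactive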
RAM inhibit = yeast RAM network inhibition; S. cerevisiae dse1pr::URA3 reporter, 5-FOA growth OD615, 2 d; analog-sensitive cbk1-as2 kinase mutant strain; inhibition, % at 50 µM; AID 868; hit rate 1.8% among 190,000;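 active = inhibition above a set limit, 3 SD over mean compound inhibition, cut at about 8.4% in these data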;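 note: 0% = DMSO-only wells with no growth and 100% = 10 µM 1-NA-PP1 full growth; inhibition rescues growth on 5-FOA so higher OD means more RAM inhibition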
L major viab = inhibitors of Leishmania major promastigote growth; Leishmania major promastigotes, resazurin fluorescence viability; AID 1063; inhibition, % at 10 µM; hit rate 9% among 200,000; in the data active = inhibition above about 50%;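 note: promastigotes grown with compound for 44 hours at 28 °C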
Starred values were filed as active, the others as inactive; · = no result given.

SMILES	PPARg SRC2 recr	PPARg SRC-1 ag	PPARg SRC3 recr	HMGR II inh	SRC2 TRFRET art	Redox H2O2 prof	bIAP inhibitor	ROMK primary	S1P3 antag	RAM inhibit	L major viab
C=CCc1cccc(CNc2nc3ccccc3n2C(C)C)c1O	10	1	7	1	1701	4.7	25	0.45	·	0.7	48
O=C1C(=O)N(c2ccccc2)C(c2ccccc2[N+](=O)[O-])/C1=C(\O)c1ccccc1 (stereo not drawn)	6	-4	7	3	1444	0.9	0	0.68	0	0.4	-8
Cn1c(SCC(=O)Nc2ncc(C(F)(F)F)cc2Cl)nnc1-c1ccc(Cl)cc1	4	9	2	2	1583	-0.3	7	·	22	1.9	-8
CCNC(=O)CSc1nnc(-c2ccccc2Br)n1-c1cccc(C(F)(F)F)c1	-2	1	-3	0	1486	0.3	36	·	-5	12*	6
Cc1cc2c(cc1C)C(c1ccccc1Br)CC(=O)N2 (stereo not drawn)	1	1	-5	-5	1514	0.2	2	2.4	10	3.8	99*
O=C(O)Cn1nnnc1SCC(=O)Nc1ccc(OC(F)(F)F)cc1	0	2	3	-3	1605	-0.3	4	0.5	24	1.7	0
CCN(CC)Cc1cc(NC2=NS(=O)(=O)c3ccccc32)ccc1OC(=O)c1ccccc1	17	6	8	0	1531	-0.2	5	0.57	-4	0.4	98*
CN1CCCC(OC(=O)c2cc(Cl)cc(Cl)c2)C1 (stereo not drawn)	-3	0	2	-4	1439	-1.2	-10	-0.38	9	1.9	13
Cc1cc2nnc(SCC(=O)Nc3cccc(S(=O)(=O)N4CCOCC4)c3)n2c2ccccc12	8	0	6	-9	1540	0.5	1	·	-20	-0.1	0
COC(=O)C1=NNC2(c3ccc(C)cc3)C(=O)N(c3cccc(C)c3C)C(=O)C12 (stereo not drawn)	7	6	3	-3	1394	-0.4	-1	-0.047	-2	2.1	0

Reformatted with each value named: part of the list above
> CCNC(=O)CSc1nnc(-c2ccccc2Br)n1-c1cccc(C(F)(F)F)c1
  PPARg SRC2 recr = -2	PPARg SRC-1 ag = 1	PPARg SRC3 recr = -3	HMGR II inh = 0	SRC2 TRFRET art = 1486	Redox H2O2 prof = 0.3	bIAP inhibitor = 36	ROMK primary = ·	S1P3 antag = -5	RAM inhibit = 12*	L major viab = 6
> Cc1cc2c(cc1C)C(c1ccccc1Br)CC(=O)N2 (stereo not drawn)
  PPARg SRC2 recr = 1	PPARg SRC-1 ag = 1	PPARg SRC3 recr = -5	HMGR II inh = -5	SRC2 TRFRET art = 1514	Redox H2O2 prof = 0.2	bIAP inhibitor = 2	ROMK primary = 2.4	S1P3 antag = 10	RAM inhibit = 3.8	L major viab = 99*

Results in PPARg SRC3 recr, ROMK primary and RAM inhibit, for two of the compounds above:
smiles	PPARg SRC3 recr	ROMK primary	RAM inhibit
Cc1cc2nnc(SCC(=O)Nc3cccc(S(=O)(=O)N4CCOCC4)c3)n2c2ccccc12	6	·	-0.1
COC(=O)C1=NNC2(c3ccc(C)cc3)C(=O)N(c3cccc(C)c3C)C(=O)C12 (stereo not drawn)	3	-0.047	2.1

Other records follow:
SMILES	PPARg SRC2 recr	PPARg SRC-1 ag	PPARg SRC3 recr	HMGR II inh	SRC2 TRFRET art	Redox H2O2 prof	bIAP inhibitor	ROMK primary	S1P3 antag	RAM inhibit	L major viab
CCCN(CC(=O)Nc1ccc(F)c(F)c1F)Cc1cc(=O)n2ccsc2n1	-7	9	1	8	1635	8.3	-1	-0.63	-4	-0.1	-2
COc1ccc(C=O)cc1OS(=O)(=O)c1ccc(NC(C)=O)cc1	1	-2	3	-3	1566	-0.2	-7	·	-3	2.8	22
c1ccc(Nc2c3c(nc4ncnn24)CCC3)cc1	7	0	-6	-1	1376	0.8	·	0.028	3	0.5	-4
N#CC(C#N)=C1C=C2C=C(N3CCOCC3)CCC2CC1 (stereo not drawn)	0	9	-1	-4	1601	0.0	2	·	7	-0.3	-4
O=C(CCNS(=O)(=O)c1cccc2nsnc12)NCCc1ccccc1	3	1	-1	-2	1527	-2.4	12	·	·	0.1	-7
CN(C)CCCN(C(=O)c1ccco1)c1nc2c(F)cc(F)cc2s1	-4	-5	-1	2	1523	-0.9	-16	-2.4	2	0.1	1
COc1ncccc1C(=O)N1CCCC(C(=O)c2cc(F)ccc2F)C1 (stereo not drawn)	-2	7	4	-2	1742	-1.7	-9	-0.36	-2	0.0	-2
N#Cc1ccccc1Sc1ccccc1C(=O)OCC(=O)NC12CC3CC(CC(C3)C1)C2	-11	0	1	-2	2682*	0.3	1	0.15	8	7.0	27
Cc1c(Cl)cccc1Nc1nc(N)nc(CN2CCCCCC2)n1	1	5	-4	-3	1562	0.3	1	-0.73	·	-0.3	81*
CC(SC1CCCC1)C(=O)NC(C)(C#N)C(C)C (stereo not drawn)	5	2	6	-3	1619	2.0	7	0.19	-6	-0.4	-7
O=c1c2ccccc2nc(SCc2nc3ccccc3s2)n1CCCO	7	6	4	-8	1543	0.8	0	·	-9	6.0	10
O=S1(=O)Nc2c(ccc3cccnc23)-c2ccccc21	4	1	-1	-4	1486	0.6	-9	-0.014	14	-2.0	99*
CS(=O)(=O)N1N=C(c2ccco2)CC1c1ccc(Br)cc1 (stereo not drawn)	-2	-5	-1	1	1595	0.1	3	-0.092	-8	4.9	-4
COc1ccc(-c2noc(CCc3ccccc3)n2)cc1	2	1	1	-5	1340	-0.2	8	0.053	15	2.4	-4
S=C1NNC2(CC3CC2C2CCCC32)NN1 (stereo not drawn)	4	7	1	-9	1717	-2.9	-15	-0.68	-14	1.2	-1
c1ccc(CSc2ccc3nnc(-c4cccnc4)n3n2)cc1	8	-4	-2	-1	1524	-0.5	-1	0.17	-2	4.9	9
C(=N\Nc1nc2ccccc2[nH]1)/c1cccs1	10	15	28*	-4	1564	0.6	-14	·	·	2.5	98*
O=C(O)c1ccc(NC(=S)N2CCCCC2)cc1	5	2	2	3	1535	0.6	-1	-0.29	3	1.3	-9
CCOC(=O)C1CCCN(C/C=C/c2ccccc2[N+](=O)[O-])C1 (stereo not drawn)	-5	1	0	-11	1479	-4.0	2	-0.39	·	0.3	85*
CCN(CC)c1ccc(/C=C2\C(=O)N(c3ccc([N+](=O)[O-])cc3)N=C2N2CCOCC2)cc1	0	2	-7	·	1572	0.6	·	-0.02	·	·	-7
CCOC(=O)c1cc2sc(C)cc2n1CC(=O)NCc1ccc(F)cc1	3	3	-4	-2	1673	3.5	8	·	9	1.7	-4
CC(=O)N1CCc2cc(Br)cc(S(=O)(=O)NCCCN3CCC(C)CC3)c21	7	-3	-5	-6	1315	0.2	5	·	-20	1.6	99*
CCCC(=O)Nc1c2c(nn1-c1ccc(OC)cc1)CS(=O)(=O)C2	-1	-5	1	-4	1684	1.4	0	·	·	-0.1	-1
CC(=O)Nc1ccc(Sc2ccccc2C(=O)O)cc1	0	1	4	-6	1403	-0.8	-4	-0.014	9	0.9	5
CCN(CC)c1ccc(/C=N/N2C(=O)c3ccccc3C2=O)cc1	6	6	0	2	1723	-0.3	0	1.3	-15	0.5	34
CCN(C(=O)CSc1nnc(-c2ccccc2Br)o1)C1CCS(=O)(=O)C1 (stereo not drawn)	-1	1	-3	-5	1505	-0.2	-2	-0.3	-7	0.6	10
O=c1sc2ccccc2c(=O)n1Cc1ccccc1F	10	2	5	-2	1678	-1.8	-9	-1.1	-12	2.9	5
CCCNC(=O)COC(=O)c1cc(SC)ccc1Cl	-3	1	-8	-1	1564	0.8	9	0.38	·	0.1	1
O=C1c2ccccc2-c2nnc(-c3ccccc3)cc21	5	3	2	1	1484	1.1	4	·	·	3.0	-3
COc1ccc(NC(=O)COC(=O)C23CCC(=O)N2c2ccccc2S3)cc1 (stereo not drawn)	2	6	5	-7	1499	0.4	2	-0.25	·	3.6	-6
Cc1ccc(S(=O)(=O)N2CCN(C(=O)c3n[nH]c(=O)c4ccccc34)CC2)cc1	4	6	-4	0	1522	-0.7	3	0.45	-7	1.9	3
COCCCN1CC23C=CC(O2)C(C(=O)OC)C3C1=O (stereo not drawn)	2	3	6	·	1624	3.1	·	·	-38	·	-9
Cc1c(O)cc2c(c1O)C(=O)CC(c1ccc(O)cc1)O2 (stereo not drawn)	11	9	0	0	1650	0.5	2	·	-9	-0.8	-12
CC(C)(C)OC(=O)CC[C@@H](C(=O)N1CCN(C(=O)OC(C)(C)C)CC1)n1cc(C(Cc2ccc(O)cc2)NC(=O)OC(C)(C)C)nn1 (stereo partly drawn)	2	2	1	1	1494	-1.1	2	·	8	-0.3	-5
CCCn1c(SCC(=O)NCc2ccc(C)cc2)n[nH]c1=O	0	10	-1	0	1499	0.5	7	0.94	-3	0.3	-7
C=CCNC(=S)N1CCN(c2ncc3c(=O)c(C(=O)O)cn(CC)c3n2)CC1	3	-2	2	-5	1592	-3.0	-4	0.15	·	4.2	-3
COc1cccc(-n2nnc3c(=O)n(Cc4ccc(F)cc4)cnc32)c1	-2	0	-11	·	1518	0.0	4	0.71	·	2.5	-3
CCCn1cnc2cc(NCc3cccc(OC)c3)ccc21	15	6	7	-9	1541	-0.1	1	·	8	1.3	2
COCC(C)n1c(C)cc(C(=O)COc2ccc(S(=O)(=O)N3CCOCC3)cc2Cl)c1C (stereo not drawn)	-1	8	2	4	1517	-0.3	-18	·	-9	2.2	7
Cc1nn(Cc2ccccc2Cl)c(C)c1NC(=O)CCCn1nc(C)c([N+](=O)[O-])c1C	0	6	7	-8	1293	-7.4	7	·	·	-0.1	-2
Cc1ccccc1NC(=O)Cn1nc(C(F)(F)F)cc1C1CC1	-2	4	0	-3	1323	0.8	3	-1.4	·	2.6	-1
Cn1c(SCc2nc3ccccc3c(=O)[nH]2)nnc1-c1ccco1	1	-1	2	-4	1446	0.4	6	0	3	-0.3	-1
CCCOc1ccc(N2C(=O)CC(N(O)c3ccccc3)C2=O)cc1 (stereo not drawn)	5	0	-6	0	1559	-0.6	0	0.74	-16	1.3	4
CCN(CC)c1ccc(/C=C2/C(=O)N(c3ccc([N+](=O)[O-])cc3)N=C2N2CCOCC2)cc1	-2	3	5	0	1731	0.7	24	·	·	0.3	-3
C#CCOCCOCCOCCNc1nc(N2CCN(C(=O)C(Cc3cc4ccccc4[nH]3)n3cc(C(N)Cc4ccc(O)cc4)nn3)CC2)nc(N2CCN(C(=O)C(Cc3cc4ccccc4[nH]3)n3cc(C(N)Cc4ccc(O)cc4)nn3)CC2)n1 (stereo not drawn)	5	11	4	-4	1783	-0.9	-77	·	-9	0.8	-4
FC(F)(F)c1cccc(Cc2noc(CN3CCCC(OCc4ccccn4)C3)n2)c1 (stereo not drawn)	4	-3	-1	-2	1584	-0.2	2	-0.62	4	-0.7	-11
CCOc1ccc(NC(=O)COn2nnc3ccc(S(=O)(=O)N4CCOCC4)cc32)cc1	10	10	4	-8	1634	-0.1	-6	-0.8	7	1.5	0
CCCn1c(=O)[nH]c2ccccc21	7	0	-1	2	1570	0.0	8	0.048	·	0.2	11
CN(CCC#N)C(=O)COC(=O)c1ccc(Cl)c(S(=O)(=O)N(C)c2ccccc2)c1	-3	0	1	-15	1506	-1.4	-5	·	1	-0.3	8
CCCOC(=O)CCn1c(=S)oc2ccccc21	-4	-6	-11	-8	1516	-1.5	17	·	-6	3.0	4

Bioassay records (PubChem)
